FBA Mtb inh: Mtb FBA enzyme inhibitors, primary screen, biochemical, fluorescence, strain H37Rv; 360,000 compounds, 2.3% hits; inhibition, % at 1 µM; Fructose-bisphosphate aldolase (Mycobacterium tuberculosis (strain ATCC 25618 / H37Rv)), …; purified M. tuberculosis FBA, fluorescence read-out; in the data active means inhibition above about 27%;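 further: 0% = vehicle and 100% = reference inhibitor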
Target sequence (P9WQA3 whole entry, looked up): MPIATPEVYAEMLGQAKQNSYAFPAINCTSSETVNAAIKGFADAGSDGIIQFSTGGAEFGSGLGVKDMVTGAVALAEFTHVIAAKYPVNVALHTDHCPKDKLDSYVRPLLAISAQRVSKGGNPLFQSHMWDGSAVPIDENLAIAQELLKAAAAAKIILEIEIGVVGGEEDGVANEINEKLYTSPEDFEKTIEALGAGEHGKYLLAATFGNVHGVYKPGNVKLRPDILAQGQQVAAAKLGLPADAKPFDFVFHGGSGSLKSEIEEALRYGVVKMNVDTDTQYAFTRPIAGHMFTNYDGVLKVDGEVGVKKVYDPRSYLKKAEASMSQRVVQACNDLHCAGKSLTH
Y pestis TopoI: Yersinia pestis topoisomerase I inhibitors, primary screen, biochemical, cleavage product accumulation, plate reader, single point; DNA topoisomerase I (Yersinia pestis CO92); Y. pestis Topo-I cleavage product accumulation; activity, % at 10 µM; 360,000 compounds, 0.064% hits; AID 504884, 2011; in the data active means activity above about 50%, passing the limit was not always enough; inconclusive means no clear call, values can overlap the other calls; further: inactives centre near 2
PfHsp40 yeast: rescue of yeast from PfHsp40 toxicity, primary screen, S. cerevisiae, ATP luminescence; S. cerevisiae expressing PfHsp40, growth rescue; growth rescue, % at 12.5 µM; 340,000 compounds, 0.68% hits; AID 504582, 2011; in the data active means growth rescue above about 28%, passing the limit was not always enough; inconclusive means no clear call, values can overlap the other calls;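 further: yeast W303a lacking pdr1 and pdr3 grown in galactose medium; growth measured after three days at 30 °C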
BH1578 lux ind: inducers of Vibrio cholerae quorum light production without autoinducers, primary screen, BH1578 luxS cqsA deficient, single point | activation, % at 18.7 µM | 350,000 compounds, 0.16% hits | V. cholerae BH1578 lux reporter, luminescence, 6 h; in the data active means activation mostly above about 9.7%, no sharp cut-off; inconclusive means no clear call, values can overlap the other calls; inactive means mostly below about 3.7%; further: not every result past the cut was called active; inactives centre near 0; reference of the scale not given here
BioA inh: M. tuberculosis BioA enzyme inhibitors, primary screen, biochemical, plate reader, single point, HTS | 360,000 compounds, 0.096% hits | inhibition, % at 9.99 µM | purified M. tuberculosis BioA enzyme | 7,8-diaminopelargonic acid synthase BioA (Mycobacterium tuberculosis); in the data active means inhibition above about 40%; inconclusive means no clear call, values can overlap the other calls
TcdB GH inh: TcdB glycohydrolase inhibitors, primary screen, biochemical, single point, plate reader; TcdB glycohydrolase enzymatic assay; AID 652162, 2013; Toxin B (Clostridioides difficile), P18177; 350,000 compounds, 0.24% hits; inhibition, % at 9.99 µM; in the data active means inhibition above about 10%
FadD28 FP inh: inhibitors of FadD28 bisubstrate probe binding, primary screen, biochemical, fluorescence polarization, single point | 360,000 compounds, 0.22% hits | inhibition, % at 12.5 µM | Mycobacterium tuberculosis FadD28 fatty-acid-AMP ligase; in the data active means inhibition above about 8.5%, passing the limit was not always enough; inconclusive means no clear call, values can overlap the other calls
UGM FP inh: M. tuberculosis UGM enzyme inhibitors, primary screen, biochemical, fluorescence polarization, single point | UDP-galactopyranose mutase (Mycobacterium tuberculosis (strain ATCC 25618 / H37Rv)), … | purified UGM, fluorescence polarization probe displacement | inhibition, % at 10 µM | 320,000 compounds, 0.06% hits; in the data active means inhibition above about 10%, passing the limit was not always enough; inconclusive means no clear call, values can overlap the other calls
Target sequence (P9WIQ1 whole entry, looked up): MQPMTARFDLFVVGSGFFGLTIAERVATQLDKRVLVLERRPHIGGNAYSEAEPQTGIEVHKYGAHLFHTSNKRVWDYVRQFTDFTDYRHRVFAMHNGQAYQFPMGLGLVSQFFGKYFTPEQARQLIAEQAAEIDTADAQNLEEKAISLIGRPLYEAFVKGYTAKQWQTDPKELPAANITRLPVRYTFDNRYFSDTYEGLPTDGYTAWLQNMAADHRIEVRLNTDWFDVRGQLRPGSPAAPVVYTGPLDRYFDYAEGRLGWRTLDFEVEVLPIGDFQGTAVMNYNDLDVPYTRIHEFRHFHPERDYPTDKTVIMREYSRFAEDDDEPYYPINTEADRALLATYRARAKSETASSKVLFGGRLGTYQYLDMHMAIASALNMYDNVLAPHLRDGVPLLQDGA
GDH-TPI counter: GDH-TPI coupling enzyme inhibitors, primary screen, artefact control for M. tuberculosis FBA inhibitor project, biochemical, absorbance, full deck; inhibition, % at 4.8 µM; 360,000 compounds, 1.2% hits; GDH-TPI coupled enzyme counterscreen, NADH absorbance; in the data active means inhibition above about 30%;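 further: 0% = DMSO wells and 100% = wells lacking the enzyme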
The depositor's hits bear a star; i = inactive; u = inconclusive; x = not tested or not shown; & = joins results of further samples.

SMILES	FBA Mtb inh	Y pestis TopoI	PfHsp40 yeast	BH1578 lux ind	BioA inh	TcdB GH inh	FadD28 FP inh	UGM FP inh	GDH-TPI counter
CC1CC2OC2CC1COC(=O)C1CC2OC2CC1C (stereo unspecified)	0	2	-1.5	i	-0.2	-0.1	0.7	x	10
COc1ccc(-c2csc(C(NC(C)=O)c3cccc(F)c3)n2)cc1 (stereo unspecified)	2	3	x	i	-0.2	2.5	0.5	x	11
C=C[C@]12CC[C@H](OC(C)=O)CC1=CCC1C2CC[C@@]2(C)C1CCC21OCCO1 (stereo partly specified)	-4	1	1.8	i	1.3	0.4	-3.2	x	-5
Cc1ccc(C(C2C(=O)CC(C)(C)CC2=O)C2C(=O)CC(C)(C)CC2=O)s1	-4	-6	2.8	11	-0.5	x	-0.4	-0.2	6
COc1ccc(OC(=O)N(C)C[C@H]2OCc3cnnn3CCCC(=O)N([C@H](C)CO)C[C@@H]2C)cc1	3	1	x	-2.3	-0.2&1.5&0.1	0.6&-0.6&-0.8	-1.1	x	6
CCCC1=[N+](CC(=O)c2ccc(C)cc2)CCn2cccc21	-3	-5	-0.3	0.2	x	x	-2.2	1.2	22
COc1ccc(NC(=O)CSc2cc(C(=O)c3nccn3C)c3ccccc3n2)cc1	2	39	-1.6	-0.4	x	0.1	-1.2	-3.8	12
CN(Cc1cn(C)nc1-c1ccc(Oc2ccccc2)cc1)CC1COCCO1 (stereo unspecified)	-3	5	0.9	-0.3	x	0.4	-1.0	1.6	5
O=c1[nH]c(CSc2ncn[nH]2)nc2ccccc12	1	1	-1.0	i	-0.3	-0.1	1.4	6.3	1
Cn1cccc1C1CCCN1CC(=O)Nc1ccc(C#N)c(Cl)c1 (stereo unspecified)	-3	6	0.9	i	-0.3	-4.5	-4.3	-3.5	-3
Cc1ccc(-c2nc3ccccc3[nH]c2=O)cc1	77*	7	0.3	-0.8	-3.6	0.8	-1.7	-2.1	32*
O=C(NC(=S)NCC1CCCO1)c1ccccc1 (stereo unspecified)	2	-6	2.3	-0.4	-4.9	0.4	-0.1	-0.9	8
C(=C\c1ccccc1)/CN1CCN(C(CCc2ccccc2)c2nnnn2C2CCCCC2)CC1 (stereo unspecified)	-1	x	x	x	0.2	-0.4	-3.2	x	x
Cc1cc(-c2ccccc2)nn1-c1nc2c(c(=O)[nH]c(=O)n2C)n1C	8	5	-0.3	i	0.4	x	-1.6	-0.4	7
O=[N+]([O-])c1cccc(-c2cc(C(F)(F)F)n3nc(-c4ccccc4)cc3n2)c1	-2	-3	-0.7	-0.6	5.1	-0.2	0.2	0.7	-2
Oc1c(C(c2ccc(Cl)cc2)N2CCCC2)cc(Cl)c2cccnc12 (stereo unspecified)	3	-5	53*	-0.2	x	1.0	0.0	-3.4	3
O=S(=O)(NCc1ccco1)c1cccc(S(=O)(=O)N2CCCCC2)c1	-4	5	1.2	-2.0	0.2	x	-3.9	1.5	-4
O=C(CN1CCCCC1)N/N=C/c1cc2ccccc2nc1Cl	1	-8	-1.3	-0.8	0.4	1.6	-2.2	-2.1	6
Cc1ccc(C(=O)N/C(=C/c2ccc(-c3ccc([N+](=O)[O-])cc3)o2)C(=O)NCCCN(C)C)cc1	-8	-34	-0.1	-1.2	x	2.3	-0.8	3.2	25
COc1ccc(/C=C2\C(=O)NC(=O)N(CCC3=CCCCC3)C2=O)c(OC)c1	1	-13	-0.6	i	0.6	-4.0	-0.3	0.0	-1

Four entries from above, field by field.
CN(Cc1cn(C)nc1-c1ccc(Oc2ccccc2)cc1)CC1COCCO1 (stereo unspecified)
  FBA Mtb inh: -3; Y pestis TopoI: 5; PfHsp40 yeast: 0.9; BH1578 lux ind: -0.3; BioA inh: x; TcdB GH inh: 0.4; FadD28 FP inh: -1.0; UGM FP inh: 1.6; GDH-TPI counter: 5

O=c1[nH]c(CSc2ncn[nH]2)nc2ccccc12
  FBA Mtb inh: 1; Y pestis TopoI: 1; PfHsp40 yeast: -1.0; BH1578 lux ind: i; BioA inh: -0.3; TcdB GH inh: -0.1; FadD28 FP inh: 1.4; UGM FP inh: 6.3; GDH-TPI counter: 1

Cn1cccc1C1CCCN1CC(=O)Nc1ccc(C#N)c(Cl)c1 (stereo unspecified)
  FBA Mtb inh: -3; Y pestis TopoI: 6; PfHsp40 yeast: 0.9; BH1578 lux ind: i; BioA inh: -0.3; TcdB GH inh: -4.5; FadD28 FP inh: -4.3; UGM FP inh: -3.5; GDH-TPI counter: -3

Cc1ccc(-c2nc3ccccc3[nH]c2=O)cc1
  FBA Mtb inh: 77*; Y pestis TopoI: 7; PfHsp40 yeast: 0.3; BH1578 lux ind: -0.8; BioA inh: -3.6; TcdB GH inh: 0.8; FadD28 FP inh: -1.7; UGM FP inh: -2.1; GDH-TPI counter: 32*

Remaining list, next part:
SMILES	FBA Mtb inh	Y pestis TopoI	PfHsp40 yeast	BH1578 lux ind	BioA inh	TcdB GH inh	FadD28 FP inh	UGM FP inh	GDH-TPI counter
c1csc(CNCCN2CCOCC2)c1	-1	1	-1.6	-0.6	-1.1	0.8	-0.3	1.9	2
COc1cc(C(=O)NCC(=O)N/N=C/c2c(C)[nH]c3ccccc23)cc(OC)c1OC	2	-1	0.0	-0.5	x	5.7	-3.7	4.5	0
COc1ccc(C(=O)c2ccccc2)cc1CN1CCOCC1	6	10	x	i	-0.6	0.1	-0.8	x	4
O=C1NCC(O)=C1C=NCCCO	2	-2	-0.8	i	x	x	-0.5	0.4	17
COc1cc(C=NCc2ccccc2)ccc1O	-2	-2	x	1.4	1.5	-0.5	-0.6	x	42*
CC(C)n1c(/N=C/c2ccccc2O)nc2ccccc21	-2	-6	-0.4	i	-0.9	-0.3	1.0	-0.3	-1
CCOc1ccc(NS(=O)(=O)c2ccc(C(=O)N3CCN(C(C)=O)CC3)cc2)cc1	4	0	-1.1	5.3	-0.7	-0.3	3.7	0.2	2
CCOC(=O)c1cc(CC)sc1NC(=O)c1ccc(N2CCOCC2)c([N+](=O)[O-])c1	-2	1	0.9	-0.2	-2.0	0.9	-2.6	0.1	-5
Cc1nnc(SCc2nc3ccccc3[nH]2)s1	1	-4	0.5	-1.4	2.1	x	-0.2	1.9	-5
O=C(CSc1nc2ccccc2c(=O)[nH]1)Nc1ccc(S(=O)(=O)N2CCCC2)cc1	2	26	1.5	-0.2	x	x	0.8	-0.2	19
O=c1[nH]c(Cc2ccccn2)nc2scc(-c3ccccc3Cl)c12	-1	0	3.0	-0.3	x	0.2	1.6	2.3	6
On1c(-c2ccc(Cl)cc2)nc2ccccc21	5	2	-1.8	-0.3	x	2.3	-1.2	-2.4	6
COc1ccccc1NC(=O)N1CCCC(C(=O)Nc2cccc(C)c2C)C1 (stereo unspecified)	2	4	-0.5	-0.2	x	x	1.3	1.1	-6
Cc1cc(C)cc(NS(=O)(=O)c2ccc(NC(=O)C3CCCCC3C(=O)O)cc2)c1 (stereo unspecified)	-1	3	-0.1	i	x	5.2	-1.6	3.5	0
COC(=O)CNc1cc(S(=O)(=O)N2CCCCC2)ccc1Oc1ccc(C(=O)OC)cc1	-3	32	0.0	-0.2	-1.5	0.6	-1.8	3.4	3
COc1ccccc1C(CC(=O)c1ccccc1)CC(=O)c1ccccc1	6	0	1.4	0.9	x	0.8	x	-3.3	0
O=C(NCc1cccs1)C1CCN(S(=O)(=O)c2cccc3nsnc23)CC1	5	4	-1.9	i	-1.2	x	0.0	0.5	16
CC(C)N(Cc1ccccc1)C(=O)COC(=O)c1cnccn1	6	3	-0.9	i	0.6	-0.5	-2.0	-0.6	3
O=C(CS(=O)(=O)c1ccccc1)Nc1nnc(C(F)(F)F)s1	2	-1	-0.1	-10	-3.0	3.0	-0.8	0.3	14
Cc1ccc2cc(C(c3nnnn3C3CCCC3)N3CCN(c4ccc(F)cc4)CC3)c(=O)[nH]c2c1 (stereo unspecified)	-1	5	0.1	14	0.2	x	-0.7	-1.4	5
CC(=O)NC(C)c1ccc(C(=O)CSc2nnc(C3CC3)n2C2CC2)cc1 (stereo unspecified)	7	7	-0.4	i	x	1.3	-1.4	-3.3	5
COc1ccc(CN2C(=O)C(CC(=O)NC(c3ccccc3)c3ccccc3)CC(C(=O)N(C)C)=C2C)cc1 (stereo unspecified)	1	2	x	-1.1	-0.9	1.1	-0.1	x	1
Brc1cccc(OCCSc2ncccn2)c1	2	1	-0.8	i	2.0	1.4	-0.2	1.7	-1
CC(C)c1cc(C(=O)N/N=C/c2c[nH]c3ccccc23)n[nH]1	4	-10	1.1	0.0	x	-1.5	0.0	-1.3	21
CCCNC(=O)c1cc(-c2ccc3c(c2)OCO3)on1	6	-8	-0.4	i	-1.8	-1.1	-1.5	0.8	6
COC(=O)Cc1ccc2oc(-c3cccnc3)nc2c1	20	1	0.8	i	7.0	0.0	-3.1	4.6	-2
N#Cc1nc(-c2ccco2)oc1NCc1ccco1	40*	2	1.0	i	0.4	x	-1.8	3.5	13
CN(C(=O)C1CCC1C(=O)O)c1nc(-c2ccc(Cl)s2)cs1 (stereo unspecified)	-4	-7	-1.0	-0.4	-0.6	0.2	-2.0	-2.1	24
O=C(c1ccccc1F)N1CCN(c2ccc([N+](=O)[O-])c(NCC3CCCO3)c2)CC1 (stereo unspecified)	-13	10	-0.5	-0.3	x	1.8	-5.6	-1.9	-2
Cn1c(SCc2ccc(Br)cc2)nnc1-c1cccs1	-2	17	2.5	-5.9	13	x	-1.8	-1.2	4
OCCC#Cc1ccc(CN2CCN(CCc3ccccc3)C(CCO)C2)cc1 (stereo unspecified)	-1	12	1.1	0.0	-1.6	1.4	-4.4	-2.8	-8
COc1ccc2[nH]c(=O)c(C(c3nnnn3C3CCCC3)N(C)C3CCCCC3)cc2c1 (stereo unspecified)	9	30	0.9	-0.1	0.7	x	0.0	3.3	-2
CS(=O)(=O)N(CC(=O)N1CCC(C(N)=O)CC1)c1ccc(Oc2ccccc2)cc1	-1	4	-0.4	-0.2	x	x	-4.6	1.5	-14
CSc1ncccc1C(=O)Nc1cccc(S(=O)(=O)N(C)c2ccccc2)c1	-2	6	2.6	i	0.7	0.4	-2.0	0.7	2
CC1CN(C(=O)COC(=O)c2cc(Cl)ccc2[N+](=O)[O-])CC(C)O1 (stereo unspecified)	2	0	-1.4	-2.3	-1.1	0.2	1.7	0.5	8
CCc1c(C(C)=O)oc2ccc3c(C)cc(=O)oc3c12	12	4	0.8	8.3	32	0.4	-4.4	-0.5	17
COc1ccc(NC2CCCN(C(=O)c3ccc(OC)o3)C2)cc1 (stereo unspecified)	3	5	-1.5	i	1.4	0.4	-0.3	0.4	6
Cc1noc(C)c1C(=O)OCC(=O)c1c(N)n(CC(C)C)c(=O)n(C)c1=O	1	-7	2.0	-1.9	2.1	x	-4.2	1.0	-6
O=C(Nc1ccccc1C(=O)N/N=C/c1ccc(O)cc1)c1ccccc1	-2	-5	-1.4	i	x	5.5	-4.3	1.4	27
COC(=O)C1=NN(c2ccccc2OC)C2C(=O)N(c3ccccc3OC)C(=O)C12 (stereo unspecified)	4	-1	0.4	-0.1	x	-2.7	-0.6	-0.4	17
CCOC(=O)CN1C=C(c2ccc3ccccc3n2)C(C[N+](=O)[O-])c2ccccc21 (stereo unspecified)	19	-11	2.9	-1.0	-1.7	x	-4.0	17*	9
Cc1cc(C(C)(C)C)cc(S(=O)(=O)NCCc2ccncc2)c1C	2	21	u	0.9	-0.7	-1.0	-1.2	3.7	3
O=C(N/N=C/c1ccc[nH]1)c1cccc(Br)c1	-2	0	0.7	0.2	x	x	-2.4	-4.3	27
O=C(Oc1c(Cl)cc(Cl)c2cccnc12)N1CCCCC1	0	30	0.3	i	-23	x	-4.9	0.5	6

Screening data from PubChem BioAssay.
